Bioassay records as filed in PubChem.
a7 integrin act = activates integrin-mediated alleviation for muscular dystrophy. 350,000 compounds, 0.064% hits. alpha7betagal myoblasts, beta-gal FDG fluorescence, 48 h. AID 624291. Potency, µM (top dose mostly 38.3 µM), for the others: top-dose activation, usual class: activators;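 further: potency means the concentration at half of the fitted maximal effect; 100% = response of the positive control SU9516; nearly all actives have a fitted effect of over 60% in size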
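Alpha7betagal+/- myoblasts (passage 13) were plated 16-24 hr, then exposed to compounds (1:260 dilution of DMSO stock) for 48 hours at 37C. After MPER lysis, β-galactosidase reporter activity was read as FDG fluorescence (ex 480/em 540) after 30 minutes.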
TRPV1 agonist = agonists of human vanilloid receptor 1 (TRPV1); 320,000 compounds, 0.19% hits; AID 540275; activation, % at 8.33 µM; TRPV1-expressing cells, Fluo-8 calcium influx, agonist mode; Q8NER1; in the data active means activation above about 80%; inconclusive means between about 30% and that limit; further: 0% is about no effect
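TRPV1-expressing cells were cultured overnight at 35.5C and loaded with Fluo-8 calcium dye for 40 to 90 min at room temperature. After a 10 s baseline, compound was added and calcium influx was read kinetically for 3 min (ex 480/em 520 nm).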
p53 reactivation = mutant p53 re-activation in reporter cells | H1299 p53-A138V BP100-luciferase reporter, luminescence, 24 h | Potency, µM (titrated, usually from 92.2 µM), for the others: top-dose activity change, positive = activation, actives largely listed as activators | 320,000 compounds, 0.063% hits; further: potency means the concentration at half of the fitted maximal effect; % of control where 0% means no effect; nearly all actives have a fitted effect of over 45% in size
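H1299 (p53-null), stable ts p53-A138V + BP100-Luc; 1000 cells/well, Opti-MEM/10% FBS; cpd 4 pt, 1:5; 24 h, 37 deg C, 5% CO2; detection reagent 10 min RT; luminescence.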
TCR activator = T cell receptor activation | Potency, µM (titrated, usually from 9.22 µM), for the others: at the top dose activation of IL-2 secretion, usual class: activators | 330,000 tested, under 10 active | primary human leukocytes, anti-CD3, IL-2 HTRF, 48 h | AID 504894; further: % of control where 0% means no effect
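Compounds are tested in HTS on primary human leukocytes co-incubated with a-CD3 beads for 48 hr. IL-2 output is measured by time-resolved FRET.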
BRCA1 expr act = increases BRCA1 expression | 380,000 compounds, 1.1% hits | Potency, µM (highest dose often 46.1 µM), without a hit: at the highest dose activation, usual class: activators | MCF7-BRCA1-FFLuc reporter, luminescence, 48 h; response scale: scaled: vehicle 0%, 10 µM genistein 100%; further: potency means the concentration at half of the fitted maximal effect; nearly all actives have a fitted effect of over 80% in size; some results filed as inactive show a strong effect at the top dose
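MCF7-BRCA1-FFLuc cells, 2000/well in phenol-red-free MEM, attached 2 h then treated 48 h at 37 C. Luciferase luminescence read 15 min after reagent; normalized to genistein maximum activation (10microM) and DMSO, concentration-response fitted.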
B2AR arrestin = agonists driving beta-arrestin recruitment to human beta2-adrenergic receptor; Potency, µM (doses to about 46.1 µM), for inactives: at the top dose activation, most hits filed as activators; beta-arrestin recruitment to beta2AR, cell-based reporter; 330,000 compounds, 0.02% hits; P07550;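 further: potency means the concentration at half of the fitted maximal effect; 0% = DMSO controls and full agonism = EC100 isoproterenol or metaproterenol; nearly all actives have a fitted effect of over 65% in size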
Target sequence (P07550 whole entry, looked up): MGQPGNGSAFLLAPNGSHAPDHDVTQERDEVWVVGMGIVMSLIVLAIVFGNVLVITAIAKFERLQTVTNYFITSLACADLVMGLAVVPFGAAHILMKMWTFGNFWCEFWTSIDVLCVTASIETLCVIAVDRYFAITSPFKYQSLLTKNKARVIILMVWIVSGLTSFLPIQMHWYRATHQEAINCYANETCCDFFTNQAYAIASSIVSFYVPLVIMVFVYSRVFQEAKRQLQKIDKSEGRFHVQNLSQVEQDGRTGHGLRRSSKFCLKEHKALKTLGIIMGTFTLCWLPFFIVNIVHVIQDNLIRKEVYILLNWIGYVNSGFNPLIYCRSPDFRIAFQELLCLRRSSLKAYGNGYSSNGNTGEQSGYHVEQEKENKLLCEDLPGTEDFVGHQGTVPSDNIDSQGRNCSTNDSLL
AT treatment = potential ataxia-telangiectasia treatment; […] A-T fibroblasts, KAP-1 phosphorylation AlphaLISA; neocarzinostatin DNA damage 30 min before lysis; Potency, µM (series often up to 57.5 µM), inactives show top-dose activation, usual class: activators; 320,000 compounds, 0.19% hits; AID 485349; further: potency means the concentration at half of the fitted maximal effect; % of control where 0% means no effect; nearly all actives have a fitted effect of over 45% in size
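ATM-like activity read as KAP-1 phosphorylation via AlphaLISA donor/acceptor antibody pairs after lysis and 6 hr at 25C. Cells were ATM-null patient fibroblasts ([…], hTERT), dosed 60 min, then exposed to the DSB inducer NCS for 30 min.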
TSG101-PTAP inh = blocks PTAP/TSG101 interaction to inhibit HIV-1 budding; Q99816; Fluorescence polarization, FITC-PTAP peptide / Tsg101 binding; Potency, µM (titrated, usually from 115 µM), for the others: at the highest dose activity change, negative = inhibition, usual class: inhibitors; 340,000 tested, under 10 active; AID 493005; active means well fitted inhibition curve with a large enough effect in the main read-out, with a control signal flat, not every such curve was filed as active; inconclusive means small, poorly fitted or top-dose-only effect, or effect the other way, or a change in a side signal; inactive means no such curve, though single readings can be large or run the other way; further: potency means the concentration at half of the fitted maximal effect; % of control where 0% means no effect
Target sequence (Q99816 whole entry, looked up): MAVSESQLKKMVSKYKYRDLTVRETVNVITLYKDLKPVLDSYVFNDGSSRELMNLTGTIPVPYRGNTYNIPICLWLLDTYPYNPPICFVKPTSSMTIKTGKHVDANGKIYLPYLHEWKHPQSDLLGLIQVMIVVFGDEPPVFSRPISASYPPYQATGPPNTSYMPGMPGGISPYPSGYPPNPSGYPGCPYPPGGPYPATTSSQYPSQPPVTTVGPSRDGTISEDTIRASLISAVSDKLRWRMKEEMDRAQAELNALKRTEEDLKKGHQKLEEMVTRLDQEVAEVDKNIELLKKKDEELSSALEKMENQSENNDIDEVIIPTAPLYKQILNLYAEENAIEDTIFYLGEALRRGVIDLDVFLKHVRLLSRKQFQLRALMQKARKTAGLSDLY
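FP read-out: FITC-PTAP peptide, 50 nM final, binding Tsg101 binding domain, 10 uM final; 20 min, r.t.; 10 mM HEPES pH 7.5, 0.15 M NaCl, 0.01% Tween 20, 3 mM EDTA, 0.1 mM TCEP.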
CXXC DNA block = MLL CXXC-DNA interaction inhibition | 290,000 compounds, 0.037% hits | MLL-CXXC / FITC-HOXA9 DNA fluorescence polarization | Q03164 | Potency, µM (highest dose often 115 µM), without a hit: at the top dose activity change, negative = inhibition, usual class: inhibitors; active means well fitted inhibition curve with a large enough effect in the polarisation, with a control signal flat, not every such curve was filed as active; inconclusive means small, poorly fitted or top-dose-only effect, or effect the other way, or a change in a side signal; inactive means no such curve, though single readings can be large or run the other way; the % refers to the polarisation; further: potency means the concentration at half of the fitted maximal effect
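Fluorescence polarization: 7 uM MLL-CXXC (stock) preincubated 5 min with compounds, then 50 nM fluorescein-HOX-A9 DNA (stock) added; 30 min ambient. Buffer 50 mM Tris-HCl pH 7.5, 50 mM NaCl, 1 mM DTT, 0.05% BSA.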
ELG1 repair inh = blocks ELG1-dependent DNA repair in HEK293T cells. HEK293T ELG1-luciferase reporter, luminescence, 16 h; DNA damage induced by 5-fluorouridine. Potency, µM (highest dose often 46.1 µM), inactives show at the highest dose activity change, negative = inhibition, hits mostly inhibitors. 330,000 compounds, 2.3% hits. AID 504467; further: potency means the concentration at half of the fitted maximal effect; on the % scale 0 is the no-effect control and ±100 the full control effect; nearly all actives have a fitted effect of over 55% in size
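DMSO vehicle served as the neutral condition. Each well held 2,000 cells given 5-fluorouridine plus compound; after 16 hr at 37 °C/5% CO2, ONE-Glo was added and luciferase measured 30 min later.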
* hit, by the source's call; ? = inconclusive; · = not tested or not shown; [ ] = another dose, or the depositor's remark. Unless noted, the call rests on the fitted dose curve; in most records, active means well fitted curve in the direction sought with a large enough effect; inconclusive means small, poorly fitted or top-dose-only effect, or another doubt; inactive means no such curve, though single readings can be large; an effect the other way counts as inactive or inconclusive.

Values in the order – a7 integrin act | TRPV1 agonist | p53 reactivation | TCR activator | BRCA1 expr act | B2AR arrestin | AT treatment | TSG101-PTAP inh | CXXC DNA block | ELG1 repair inh
- NNc1nc(Nc2ccc([N+](=O)[O-])cc2)nc(N2CCCCCC2)n1
→ -27% | 9 | ? | -3% | -7% | -0.3% | -2% | -5% | 15% | ?
- COC(=O)c1sccc1NC(=O)/C=C/C(=O)O
→ 5% | 0 | 4% | 19% | -32% | -0.2% | -2% | -4% | -1% | 5%
- O=C(Nc1ccccc1)c1ccc(Br)c(S(=O)(=O)Nc2cccnc2)c1
→ 27% | -5 | -10% | 4%[46.1 µM] | 9% | -0.7% | -1% | 0% | 0% | -2%
- Cc1cc(C)cc(NC(=O)CSc2nc3c(c(=O)n2C)SC(C)C3)c1 (centres undefined)
→ -15% | -1 | -7% | -4% | 0% | 0.0% | 0% | 0% | 6% | 8%
- Cc1ccc(OCCn2cnc3c2c(=O)n(C)c(=O)n3C)cc1
→ -5% | -2 | -1% | 4% | -19% | 0.5% | -3% | -1% | -4% | -8%
- O=C(Oc1ccc2cccc(OC(=O)N3CCOCC3)c2c1)N1CCOCC1
→ -12% | 2 | 2% | 5% | -9% | -0.1% | -6% | -5% | 12% | -9%
- Cc1nnc(SCC(=O)NCc2ccc3c(c2)OCO3)s1
→ 22% | -3 | ? | · | -2% | -0.2% | 6% | · | 3% | ?
- C=CCNCC(=O)NN=C(c1ccccc1)c1ccccc1
→ -11% | -6 | -7% | 1% | 3% | 0.0% | 4% | -3% | 3% | 11%
- Cc1ccc(NCc2ccccc2F)cc1
→ -1% | -1 | ? | -2%[46.1 µM] | 33% | 0.4% | -2% | -3% | 4% | ?
- O=C(NCCCN1CCOCC1)c1ccc(CSCc2cccc(Cl)c2)o1
→ 1% | 23 | 12% | -2% | -3% | -0.2% | 0% | 2% | 16% | -11%
- COc1cccc(CC2(CO)CCCN(Cc3sc(N4CCCC4)nc3Cl)C2)c1 (centres undefined)
→ -31% | 12 | 1% | -4% | -39% | -0.9% | 1% | -3% | 28% | -18%
- CCN(C(=O)c1ccc(S(C)(=O)=O)cc1)C12CC3CC(CC(C3)C1)C2
→ 0% | 7 | -14% | -1%[46.1 µM] | 3% | -0.4% | -4% | 2% | 2% | -12%
- O=C(Nc1ccc(Cl)c(Cl)c1)N1CCSCC1
→ -10% | ? | 19% | -4%[46.1 µM] | 21% | -0.9% | · | -7% | -1% | ?
- COCCCNc1nc2c(c(=O)n(Cc3cccc(Br)c3)c(=O)n2C)n1C
→ -16% | 20 | -3% | -1% | -50% | 0.6% | 0% | -20% | 3% | ?
- Cc1ccc(S(=O)(=O)OCCC2=CC(=O)CCN2Cc2ccccc2)cc1
→ 10% | · | -3% | 1% | -8% | -0.1% | -2% | -2% | · | 0%

Results in CXXC DNA block, B2AR arrestin and AT treatment, for some of the entries so far:
SMILES	CXXC DNA block	B2AR arrestin	AT treatment
O=C(Nc1ccccc1)c1ccc(Br)c(S(=O)(=O)Nc2cccnc2)c1	0%	-0.7%	-1%
Cc1cc(C)cc(NC(=O)CSc2nc3c(c(=O)n2C)SC(C)C3)c1 (centres undefined)	6%	0.0%	0%

Other results follow.
Values in the order – a7 integrin act | TRPV1 agonist | p53 reactivation | TCR activator | BRCA1 expr act | B2AR arrestin | AT treatment | TSG101-PTAP inh | CXXC DNA block | ELG1 repair inh
- O=C(c1cc2c(s1)-c1ccccc1OC2)N1CCCC1
→ -24% | ? | ? | -1% | ? | 0.2% | 8% | -1% | 0% | ?
- Cc1occc1C(=O)N/N=C/C=C/c1ccccc1[N+](=O)[O-]
→ 4% | 9 | 10% | -5% | 41% | -0.3% | -1% | 0% | -6% | 3%
- CCOc1ccc(CCNC(=O)CS(=O)(=O)Cc2nc(-c3ccccc3F)oc2C)cc1
→ 18% | 6 | -2% | 0% | -26% | 0.7% | -2% | -2% | -7% | -13%
- COc1ccc(C(=O)O)cc1S(=O)(=O)NC(C)(C)C
→ 0% | -1 | -1% | -2% | -3% | -0.2% | -3% | -2% | 4% | -6%
- COc1ccccc1CNC(=O)COC(=O)c1ccccc1-c1ccccc1
→ -7% | ? | -8% | -3% | -4% | -0.4% | 2% | -1% | · | ?
- Cc1cccc(N2CCN(c3ccc(N4C(=O)CCCC4=O)cc3[N+](=O)[O-])CC2C)c1 (centres undefined)
→ 10% | -4 | -9% | 2%[46.1 µM] | -26% | -0.9% | -6% | -5% | -2% | ?
- O=C(Nc1ccsc1C(=O)O)c1ccc(Cl)cc1
→ 10% | -2 | ? | 8% | 58% | 0.5% | -4% | -2% | 6% | ?
- CCOc1ccc(CCNC(=O)COC(=O)c2ccc(C)s2)cc1OCC
→ -8% | 9 | 5% | 7% | -3% | -0.3% | 37% | 4% | 35%[activator] | 0%
- COc1cc(CCC(=O)N2CCN(c3ccccc3)CC2)cc(OC)c1OC
→ -27% | 3 | -1% | 8% | -5% | -0.1% | -4% | -4% | -3% | 0%
- Clc1cccc(-c2cc3nc4c(c(N5CCNCC5)n3n2)CCCC4)c1
→ · | -6 | 18% | 0%[46.1 µM] | · | 0.2% | 19% | · | 8% | ?
- CC(=O)Nc1ccc(NC2=Nc3ccccc3N3C2=Nc2c(c(C)nn2-c2ccccc2)C3c2ccccc2)cc1 (centres undefined)
→ -52%[inhibitor] | 1 | -2% | 3% | -73% | -2.0% | 12% | -15% | -22% | 2.8µM*
- COc1ccc(NC(=O)Cn2nnc(C(=O)NCc3cccs3)c2N)cc1OC
→ -33% | -1 | 1% | -1% | 7% | -0.1% | 7% | -4% | 3% | 3%
- CCN(CC(=O)Nc1c(F)cccc1F)C(=O)Cc1ccc(S(=O)(=O)N2CCOCC2)s1
→ 18% | 1 | 3% | -8% | -7% | 0.1% | -5% | -2% | · | 30%
- COc1ccc(NC(=O)c2cc(OC)c(OC)c(OC)c2Br)cc1OC
→ 13% | -4 | -3% | -2%[46.1 µM] | -14% | -0.8% | -6% | -2% | -3% | -8%
- COCCCNC(=S)N/N=C/c1ccc(OC)c(Br)c1
→ -14% | 0 | -5% | 8% | -8% | ? | 0% | -9% | 0% | 9%

2 entries from above, tab-delimited:
structure	a7 integrin act	TRPV1 agonist	p53 reactivation	TCR activator	BRCA1 expr act	B2AR arrestin	AT treatment	TSG101-PTAP inh	CXXC DNA block	ELG1 repair inh
CCOc1ccc(CCNC(=O)CS(=O)(=O)Cc2nc(-c3ccccc3F)oc2C)cc1	18%	6	-2%	0%	-26%	0.7%	-2%	-2%	-7%	-13%
COc1ccc(C(=O)O)cc1S(=O)(=O)NC(C)(C)C	0%	-1	-1%	-2%	-3%	-0.2%	-3%	-2%	4%	-6%

The listing picks up, starting 2 compounds before the break.
Key to letters: A = a7 integrin act; B = TRPV1 agonist; C = p53 reactivation; D = TCR activator; E = BRCA1 expr act; F = B2AR arrestin; G = AT treatment; H = TSG101-PTAP inh; I = CXXC DNA block; J = ELG1 repair inh
> COc1ccc(NC(=O)c2cc(OC)c(OC)c(OC)c2Br)cc1OC
  A = 13%	B = -4	C = -3%	D = -2%[46.1 µM]	E = -14%	F = -0.8%	G = -6%	H = -2%	I = -3%	J = -8%

> COCCCNC(=S)N/N=C/c1ccc(OC)c(Br)c1
  A = -14%	B = 0	C = -5%	D = 8%	E = -8%	F = ?	G = 0%	H = -9%	I = 0%	J = 9%

> Cc1cc(O)c(C(=O)/C=C/c2c(F)c(F)c(F)c(F)c2F)c(=O)o1
  A = -4%	B = 2	C = 8%	D = -3%	E = -61%	F = 0.6%	G = -3%	H = 29%	I = 10%	J = ?

> O=C(NC1CCN(c2ncccn2)CC1)c1cccc(F)c1
  A = -3%	B = 1	C = -3%	D = -7%	E = -16%	F = 0.0%	G = 3%	H = 1%	I = 15%	J = 8%

> CCOC(=O)CCc1c(C)c2c(C)nn(-c3ccccc3)c2[nH]c1=O
  A = 16%	B = 1	C = -12%	D = -4%[46.1 µM]	E = -24%	F = -0.7%	G = 7%	H = -8%	I = 8%	J = -3%

> CN(C)S(=O)(=O)c1cccc(NC(=O)CN(CCO)CC(=O)Nc2cccc(S(=O)(=O)N(C)C)c2)c1
  A = -6%	B = 0	C = 5%	D = 5%	E = 16%	F = -0.6%	G = 1%	H = -6%	I = -4%	J = 9%

> O=C(O)CCC(=O)NNC(=O)COc1ccc(Cl)cc1Cl
  A = -8%	B = 3	C = 20%	D = -2%	E = 0%	F = -0.2%	G = 7%	H = 0%	I = -2%	J = 4%

> CC(C)(C)NC(=O)COC(=O)c1ccccc1Nc1ccc(SC(F)F)cc1
  A = -8%	B = 13	C = ?	D = -1%[46.1 µM]	E = -3%	F = -0.6%	G = 9%	H = -2%	I = 4%	J = ?
